Screening data: PubChem, several laboratories
OXTR potentiator: potentiates the human oxytocin receptor response; 0.061% of 320,000 active; P30559; CHO-OTR cells, Fluo-8 calcium fluorescence, potentiator mode; 0% = oxytocin EC15, 100% = EC100; activation, % at 3 µM;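 active = activation above that plate's cutoff, the mean activation of tested compounds plus 3 SD, cut at about 6.6% in these data, passing the limit was not always enough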;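 note: 100% uses oxytocin at 75 nM as the full agonist control; some results filed as inactive read as strong as hits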
Target sequence (P30559 whole entry, looked up): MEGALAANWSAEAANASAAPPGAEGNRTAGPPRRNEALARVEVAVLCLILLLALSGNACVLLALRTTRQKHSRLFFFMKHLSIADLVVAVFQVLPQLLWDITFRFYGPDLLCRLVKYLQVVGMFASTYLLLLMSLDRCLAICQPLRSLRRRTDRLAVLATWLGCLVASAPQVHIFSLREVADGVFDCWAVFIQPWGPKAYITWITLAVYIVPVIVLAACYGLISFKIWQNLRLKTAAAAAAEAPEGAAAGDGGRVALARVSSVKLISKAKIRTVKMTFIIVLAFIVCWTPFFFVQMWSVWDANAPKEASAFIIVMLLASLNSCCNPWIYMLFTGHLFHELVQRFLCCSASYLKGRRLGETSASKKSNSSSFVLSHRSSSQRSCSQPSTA
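assay system = CHO-OTR cells, human receptor | schedule = compound 6 min at room temperature before oxytocin, 100 s read | detection = Fluo-8 intracellular calcium fluorescence, ex 470-495, em 515-575 nm | evaluation = normalized max/min fluorescence ratio, % activation | control set = EC15 oxytocin alone as 0%, 75 nM oxytocin (EC100) as 100%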
MEKK2wt PB1 HTS: raises or lowers MEK5 binding to wildtype human MEKK2 PB1 domain | bead flow cytometry, Alexa488-MEK5 binding to MEKK2 WT; actives lie on both sides | binding response (% of control), % at 10 µM | 1.1% of 290,000 active | Q9Y2U5; in the data active = binding response below about 67% or above about 130%
OXTR agonist: human OXTR agonism. P30559. CHO-OTR cells, Fluo-8 calcium fluorescence; normalized: DMSO 0%, oxytocin 100%. activation, % at 3 µM. 0.32% of 320,000 active. AID 2435;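 active = activation above the mean of all tested compounds plus 3 SD, cutoff set per screening run, cut at about 20% in these data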;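 note: peak over basal fluorescence ratio from a 100 s FLIPR kinetic read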
NALP1 inh: blocks the NALP1 inflammasome reconstituted in yeast. S. cerevisiae NALP1/ASC/caspase-1 growth, X-gal OD620, 72 h. inhibition, % at 10 µM. 0.61% of 280,000 active. AID 2071; in the data active = inhibition mostly above about 24%, no sharp cut-off; inactive = mostly below about 32%; note: some compounds called inactive have numbers as strong as hits
MEKK2mut PB1 HTS: signal of MEK5 binding to mutant human MEKK2 PB1 domain; bead flow cytometry, Alexa488-MEK5 binding to MEKK2 mutant; AID 1530; percent response, % at 10 µM; 0.35% of 290,000 active; in the data active = percent response above about 24%, passing the limit was not always enough; note: inactives centre near 1; some results filed as inactive read as strong as hits
GalR3 antagonist: blocks the human galanin receptor 3 | HEK293 GalR3-CNG cAMP membrane potential fluorescence; galR3 body fused to GalR1 C-terminus | inhibition, % at 3 µM | 0.44% of 360,000 active | AID 651719;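 active = inhibition above the screen-wide average plus 3 SD, cut at about 13% in these data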;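 note: forskolin and galanin both at EC90 stimulate the cells; cAMP rise reported by CNG channel membrane potential dye signal; 0% = forskolin plus galanin with DMSO and 100% = forskolin alone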
Target sequence (O60755 1-299 limits assumed): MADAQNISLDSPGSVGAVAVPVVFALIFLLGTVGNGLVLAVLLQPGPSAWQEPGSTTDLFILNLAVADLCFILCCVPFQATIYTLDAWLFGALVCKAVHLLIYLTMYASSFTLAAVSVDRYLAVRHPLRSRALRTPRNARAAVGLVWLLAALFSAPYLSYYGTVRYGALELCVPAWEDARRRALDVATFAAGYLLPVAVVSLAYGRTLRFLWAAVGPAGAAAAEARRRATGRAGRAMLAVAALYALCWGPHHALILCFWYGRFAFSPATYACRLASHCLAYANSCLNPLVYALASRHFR
V1aR counter: V1a receptor agonism, counter-screen for OXTR agonists | P37288 | CHO-V1R cells, Fluo-8 calcium fluorescence, agonist mode; 0% DMSO, 100% 3 nM vasopressin | activation, % at 3 µM | 0.25% of 320,000 active | AID 2797;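 active = activation above the mean activation of all tested compounds plus 3 SD, per screening run, cut at about 20% in these data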;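 note: signal is peak over basal fluorescence ratio across a 100 second FLIPR read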
M18AAP inhibitor: blocks P. falciparum M18 aspartyl aminopeptidase; recombinant PfM18AAP, H-Glu-NHMec fluorogenic cleavage; inhibition, % at 7.35 µM; 1.2% of 290,000 active;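 active = inhibition above the campaign mean inhibition over all tested compounds plus 3 SD, cut at about 28% in these data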;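 note: 0% = plate median of test compound wells and 100% = 2 mM ZnCl2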
GPR7 antag: blocks human GPR7 receptor signaling. inhibition, % at 4.4 µM. P48145. GPR7-expressing cells, fluorescence antagonist assay. 1.1% of 290,000 active; in the data active = inhibition above about 16%, passing the limit was not always enough;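 note: cells stimulated with the agonist NPW; 0% = agonist with vehicle and 100% = vehicle without agonist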
Target sequence (P48145 whole entry, looked up): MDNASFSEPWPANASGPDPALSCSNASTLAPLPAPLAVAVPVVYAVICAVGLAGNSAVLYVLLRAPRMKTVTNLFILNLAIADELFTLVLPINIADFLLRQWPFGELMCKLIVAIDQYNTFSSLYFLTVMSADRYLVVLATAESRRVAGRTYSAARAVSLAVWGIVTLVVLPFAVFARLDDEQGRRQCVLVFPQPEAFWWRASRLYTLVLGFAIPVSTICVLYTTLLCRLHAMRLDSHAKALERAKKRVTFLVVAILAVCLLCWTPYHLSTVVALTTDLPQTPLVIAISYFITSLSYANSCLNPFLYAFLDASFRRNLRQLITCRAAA
Numbers without * were called inactive; nt = no result given; [ ] = another dose, or the depositor's remark.

SMILES	OXTR potentiator	MEKK2wt PB1 HTS	OXTR agonist	NALP1 inh	MEKK2mut PB1 HTS	GalR3 antagonist	V1aR counter	M18AAP inhibitor	GPR7 antag
O=C(NC(Nc1ncc(S(=O)(=O)c2ccc([N+](=O)[O-])cc2)s1)(C(F)(F)F)C(F)(F)F)c1ccc(Cl)cc1	-20	nt	14	5	nt	73*	9.4	0	14
Cc1cccc(-c2nc(C#N)c(NCC3CCCO3)o2)c1 (configuration not stated)	-9	91	-0.9	nt	-14	2	0.8	-15	-9
O=C(CCN1C(=O)C2C3C=CC(C3)C2C1=O)Nc1ccc2c(c1)OCO2 (configuration not stated)	-7	99	-0.5	38	3	3	0.9	-3	-8
CC(C)c1nc2oc3c(=O)[nH]cnc3c2c2c1COC(C)(C)C2	-8	100	-0.9	35	-1	-2	-0.3	7	-13
CN(C)CCCNCC(=O)NN(c1ccccc1)c1ccccc1	-3	78	1.3	nt	-4	6	-0.4	-16	0
Cc1ccccc1NS(=O)(=O)c1ccc(-c2ccc(=O)[nH]n2)o1	-6	95	0.4	-4	0	-1	0.3	-6	-6
Cc1cc(Br)c(NC(=O)COC(=O)CC2CC3CCC2C3)c(Br)c1 (configuration not stated)	8	nt	-1.5	nt	nt	-5	-1.0	nt	nt
O=C(OCCN1C(=O)c2cccc3c(N4CCOCC4)ccc(c23)C1=O)c1ccc(Cl)cc1Cl	-5	103	14	19	6	0	9.2	-5	16
N=c1n(CCN2CCCCC2)c2ccccc2n1CC(=O)c1cccs1	4	107	1.1	24	0	-9	-1.0	1	-2
CNC(=O)c1ccsc1NC(=O)CS(=O)(=O)c1ccc(Cl)cc1	-13	95	3.6	3	0	-7	4.0	6	-15
CCc1nnc(NC(=O)CSc2ccc(-c3ccc(C)cc3)nn2)s1	-9	104	-2.4	8	6	-5	-2.0	2	11
Cc1[nH]c2ccccc2c1C(=O)/C=C\c1ccccc1Cl	-11	104	-1.8	nt	5	2	-0.7	0	-5
O=C(Cc1ccccc1)N1CCN(S(=O)(=O)c2cccc([N+](=O)[O-])c2)CC1	-9	100	-0.2	-2	-3	-3	0.2	-2	-5
O=C(CSc1nccn1-c1ccc(F)cc1)Nc1ccc2c(c1)OCO2	-5	95	-0.1	13	-1	0	-0.2	0	7
COc1ccc(NC2=Nc3cccc4cccc2c34)cc1	-4	108	1.9	4	3	-10	5.4	-2	12
CCCSc1nnc2[nH]c(=O)cc(N)n12	-4	99	0.7	16	0	-2	-0.2	-3	5
CCOC(=O)c1c(-c2ccc(C)o2)csc1NC(=O)CN1CCN(CC)CC1	-2	106	1.5	nt	-2	-6	0.9	-33	2
COc1ccc(CNC(=O)CCc2c(C)nc3cc(-c4ccccc4OC)nn3c2C)cc1	-10	88	-2.4	nt	-7	-5	-1.1	3	4
O=C(Cn1nnc(-c2ccc(Cl)cc2)n1)NCc1ccco1	-12	106	-0.8	-3	11	-1	1.4	0	-6
CCN(CC)S(=O)(=O)c1ccc(NC2c3ncccc3C(=O)N2Cc2ccccc2)cc1 (configuration not stated)	-2	110	1.0	16	12	-2	0.9	6	10
O=C(CC1C(=O)NCCN1Cc1ccc(-c2ccccc2)cc1)NCC1CC1 (configuration not stated)	2	101	0.1	12	0	-4	2.1	-7	-5
Cc1ccc(NS(=O)(=O)c2ccc(C(=O)N3CCOCC3)cc2)cc1	-10	nt	9.6	nt	nt	-2	6.9	nt	nt
O=S1(=O)CC(NCc2ccccc2)C(Nc2ccc(Cl)cc2)C1 (configuration not stated)	-14	101	3.8	-15	0	-2	3.4	2	5
CC(C(=O)N1CCCCC1)N1CCN(S(=O)(=O)c2ccc(Cl)cc2)CC1 (configuration not stated)	2	nt	0.3	nt	nt	-5	0.3	nt	nt
COc1ccc(C(=O)NCC(=O)OCC(=O)c2c(C)[nH]c3ccccc23)cc1OC	-4	nt	0.1	nt	nt	2	2.3	nt	nt
Next part
SMILES	OXTR potentiator	MEKK2wt PB1 HTS	OXTR agonist	NALP1 inh	MEKK2mut PB1 HTS	GalR3 antagonist	V1aR counter	M18AAP inhibitor	GPR7 antag
CC(=O)OCc1cc2cccc(C)c2[nH]c1=O	-13	103	-0.3	14	0	1	0.9	-12	5
COc1ccc(-c2cc(-c3nnc(-c4ccncc4)o3)c3ccccc3n2)cc1	-4	91	-0.5	18	-1	-1	0.0	-3	-3
C#CCCCCCCC#CCN(C)C	-6	101	0.2	52	1	-6	-0.1	-2	-12
COc1ccc(C(NC(=O)C2C3C=CC(C3)C2C(=O)O)c2ccccc2)cc1 (configuration not stated)	-9	93	0.0	-1	-2	-1	-0.6	-2	-5
O=C(/C=C/c1ccc([N+](=O)[O-])cc1)NCCN1C(=O)S/C(=C\c2ccc(F)cc2)C1=O	-5	98	0.1	4	-5	5	-0.7	-5	-4
Cc1cccc(OCC(=O)Nc2ccc(CN3CCOCC3)cc2)c1C	-8	103	1.8	0	3	4	2.1	-2	-8
CCOC(=O)C1CCCN(Cc2ccc(OCc3ccccc3)cc2)C1 (configuration not stated)	-5	96	-1.1	16	-15	-12	-0.3	-2	23
CCOC(=O)c1ccc(NC(=O)CSc2nnc(CNC(=O)c3ccccc3F)o2)cc1	-2	104	4.5	-19	1	-1	4.7	-10	-1
CN(C)c1cccc(C(=O)N(Cc2ccccc2)Cc2ccccc2)c1	nt	107	nt	16	7	-6	nt	7	-8
Cc1cc(Cl)ccc1OCCCC(=O)OCC(N)=O	-19	103	3.8	5	-4	0	3.3	-3	-2
COc1ccc(CC(=O)NC(C)c2nnc(SCC(=O)c3ccc(Br)cc3)n2C)cc1 (configuration not stated)	-3	108	-0.3	17	6	-6	0.9	-1	-6
CCOC(=O)Nc1ccc(S(=O)(=O)Nc2cc(C)on2)cc1	-2	102	0.2	4	4	-4	0.4	-2	-14
O=C(CN1C(=O)COc2ccc(Cl)cc21)N1CCc2ccccc21	1	102	-0.5	10	3	-7	-0.1	-4	9
CC(=O)c1cccc(-n2c(CCC(=O)O)ccc2-c2cccs2)c1	-9	96	-0.4	14	2	3	4.5	-12	-4
O=[N+]([O-])c1c(Nc2ccc(Br)cc2)ccc2nonc12	-8	89	-0.8	6	-9	-8	0.6	-7	-7
COc1cc(C(=O)N2CCN(c3ccccc3OC)CC2)c([N+](=O)[O-])cc1OC	7	94	-1.1	-10	-2	-7	0.4	1	-2
O=C(NCCCCc1ccccc1)c1ccccc1Br	0	nt	-3.0	nt	nt	-1	-2.0	nt	nt
CCOC(=O)C1CCN(S(=O)(=O)c2ccc3c(c2)CC(=O)N3)CC1	-3	99	-1.7	0	1	nt	0.6	3	-7
Cc1cc2ccccn2c1C(=O)c1ccc(N/N=C/c2ccc(C(=O)O)cc2)c([N+](=O)[O-])c1	nt	94	nt	nt	0	-6	nt	-7	-8
CCOc1ccc(C(c2c(NC(=O)c3ccccc3)sc(C)c2C)N2CCN(C)CC2)cc1 (configuration not stated)	-7	129	-0.2	36	19	-7	0.0	3	-3
CCOc1ccc(NC(=O)CN(C)C(=O)c2cn(-c3ccc(F)cc3)nc2-c2cccc(OC)c2)cc1OCC	-11	nt	-1.8	nt	nt	-2	-1.1	nt	nt
CCOC(=O)C1CCCN(c2nc(C)nc3c2oc2ccccc23)C1 (configuration not stated)	-5	97	0.7	10	-1	-7	1.8	-4	-1
CC(c1ccccc1)N1C(=O)NC(NC(=O)c2cccnc2)(C(F)(F)F)C1=O (configuration not stated)	-3	0.0*[inhibitor]	0.8	-14	-3	-4	0.3	5	-1
CCOC(=O)C(C(C)=O)c1c(Br)c(O)c(O)c2c(C(=O)c3ccc(C)cc3)coc12 (configuration not stated)	-2	86	-1.2	24	-2	-4	2.5	47*	4
C=CC[n+]1c(-c2ccc(C)cc2)csc1Nc1ccc(NC(C)=O)cc1	nt	95	nt	-11	-3	-8	nt	0	-7

Molecules from the list above containing a thiophene ring, fused or not:
SMILES	OXTR potentiator	MEKK2wt PB1 HTS	OXTR agonist	NALP1 inh	MEKK2mut PB1 HTS	GalR3 antagonist	V1aR counter	M18AAP inhibitor	GPR7 antag
N=c1n(CCN2CCCCC2)c2ccccc2n1CC(=O)c1cccs1	4	107	1.1	24	0	-9	-1.0	1	-2
CNC(=O)c1ccsc1NC(=O)CS(=O)(=O)c1ccc(Cl)cc1	-13	95	3.6	3	0	-7	4.0	6	-15
CCOC(=O)c1c(-c2ccc(C)o2)csc1NC(=O)CN1CCN(CC)CC1	-2	106	1.5	nt	-2	-6	0.9	-33	2
CC(=O)c1cccc(-n2c(CCC(=O)O)ccc2-c2cccs2)c1	-9	96	-0.4	14	2	3	4.5	-12	-4
CCOc1ccc(C(c2c(NC(=O)c3ccccc3)sc(C)c2C)N2CCN(C)CC2)cc1 (configuration not stated)	-7	129	-0.2	36	19	-7	0.0	3	-3

(list continues)
SMILES	OXTR potentiator	MEKK2wt PB1 HTS	OXTR agonist	NALP1 inh	MEKK2mut PB1 HTS	GalR3 antagonist	V1aR counter	M18AAP inhibitor	GPR7 antag
O=C(N/N=C/c1cccc(Oc2ccccc2)c1)c1ccccc1Br	-9	102	-0.4	32*	3	-10	0.1	-4	-11
Cc1cccc(CN2CCN(Cc3ccco3)CC2)c1	-14	106	4.1	16	3	-6	-1.0	0	-24
O=C1SC(c2ccccc2)=N/C1=C/c1ccco1	-3	100	0.3	-12	-1	-3	-0.1	5	3
NS(=O)(=O)c1cccc(NC(=O)CC23CC4CC(C2)CC(CC(=O)Nc2cccc(S(N)(=O)=O)c2)(C4)C3)c1	-18	103	0.1	5	3	-9	0.5	-3	1
CCCCOc1ccc(C2=CSC3=NCCN23)cc1[N+](=O)[O-]	-6	115	-0.3	12	8	-7	3.6	-1	-7
COc1cc(/C=N/n2cnnc2)ccc1OCCOc1ccccc1	-4	93	3.8	2	-6	5	4.0	2	-15
CCN(CC)c1ccc(C2NC(=O)NC(C)=C2C(=O)Nc2ccccc2)cc1 (configuration not stated)	0	92	2.4	1	-7	-7	4.0	-2	-13
CN1CCN(c2nc3c(c(=O)[nH]c(=O)n3C)n2Cc2cccc3ccccc23)CC1	-9	106	-1.3	13	2	-4	0.2	-5	4
O=C(C[C@H]1C/C=C\CC[C@H](Cc2ccc(F)cc2)C(=O)OC[C@H]2CCCN2C1=O)N[C@H](CO)Cc1ccccc1	-7	nt	-0.5	nt	nt	-4	-0.8	nt	nt
CCc1sc(C(=O)Nc2ccc(N3CCOCC3)cc2)cc1C	-7	nt	-1.7	nt	nt	-5	-0.6	nt	nt
CC1CN(c2nc(-c3ccc(Br)cc3)nnc2-c2ccccc2)CC(C)N1 (configuration not stated)	-16	nt	6.6	3	nt	-10	3.7	3	7
CCCCN=c1scc(-c2ccc3c(c2)NC(=O)CO3)n1N=C1CCCC1	-6	96	4.7	-20	1	nt	1.2	0	-4
CCOc1ccc(Cn2nnc(C(=O)Nc3cc(OC)cc(OC)c3)c2N)cc1	-2	107	4.7	-16	3	-2	5.5	1	-2
CCC1C(=O)N=C(SCC(=O)Nc2nc3ccccc3s2)NC1=O (configuration not stated)	-21	97	-1.2	15	-2	-2	0.7	-2	-8
O=C(/C=C1\NCC2c3ccccc3CCN2C1=O)c1ccccc1 (configuration not stated)	-7	94	-1.0	16	-3	-4	-0.2	-15	-7
O=C(NCCc1cccs1)c1ccc(Cl)cc1	-2	95	-2.8	nt	-6	-6	-0.7	0	-7
CCOc1cc(C(=S)N2CCN(C)CC2)ccc1OCC(=O)N1CCOCC1	-4	99	0.5	21	2	-2	0.7	4	5
